Screening data from PubChem BioAssay.
IL2 activator: qHTS of IL-2 Activators | AID 652025, 2013 | hit rate 0.065% among 360,000 | activation, % (series mostly up to about 46 µM) | IL-2 activation reporter assay, cell-based qHTS; stimulated with anti-CD3/CD4/CD28 beads; in transgenic mouse T cells; in the data active = activation above about 50%; inconclusive = mostly about 30% to 49%; note: 0% is about no effect
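Using fluorescent plate cytometry, EGFP and DsRed are detected in transgenic mouse T cells stimulated 18 h at 37 degrees C with antibody-coated beads after 60 min compound pretreatment.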
PLK1 PBD block: qHTS for Inhibitors of PLK1-PDB (polo-like kinase 1 - polo-box domain): Primary Screen. Plk1 PBD binding of FITC phosphopeptide, fluorescence polarization. hit rate 2.8% among 360,000. Serine/threonine-protein kinase PLK1 (Homo sapiens), P53350. AID 720504, 2013. Potency, µM, without a hit: max response, negative = inhibition, most hits filed as inhibitors; note: potency is the fitted concentration of half-maximal effect; series mostly up to about 57 µM; % is set by controls: 0 for no effect and ±100 for the full control effect; nearly all actives have a fitted effect of over 65% in size
GLP1R ag: qHTS of GLP-1 Receptor Agonists | Glucagon-like peptide 1 receptor (Homo sapiens), P43220 | HEK293 GLP-1R CRE-luciferase, luminescence, 4-6 h; cells express a hypersensitive GLP-1R form | Potency, µM (highest dose often 45.6 µM), for the others: at the highest dose activation, actives largely listed as activators | hit rate 0.007% among 380,000 | AID 624172, 2012; note: potency is the fitted concentration of half-maximal effect; % of control where 0% means no effect
HEK293 tox: qHTS of GLP-1 Receptor Inverse Agonists: Cytotox Screen | hit rate 0.13% among 410,000 | AID 624418, 2012 | HEK293 cAMP-luciferase reporter cells, luminescence, 24 h | Potency, µM (titrated, usually from 38.3 µM), inactives show at the top dose activity change, negative = inhibition, usual class: inhibitors;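 note: loss of luciferase light is scored as toxicity; potency is the fitted concentration of half-maximal effect; % is set by controls: 0 for no effect and ±100 for the full control effect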
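To flag toxic compounds, the library was rerun on cells for 24 hr at 37 deg C and 5% CO2. Viability-linked luminescence was captured 12 min after adding luciferase detection reagent.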
GLP-1R inv ag: qHTS of GLP-1 Receptor Inverse Agonists (Inhibition Mode). HEK293 GLP-1R CRE-luciferase, luminescence, 24 h; GLP-1R form is constitutively active. hit rate 1.6% among 410,000. Potency, µM (highest dose often 38.3 µM), without a hit: top-dose activity change, negative = inhibition, actives largely listed as inhibitors. Glucagon-like peptide 1 receptor (Homo sapiens), P43220; note: potency is the fitted concentration of half-maximal effect; % is set by controls: 0 for no effect and ±100 for the full control effect; nearly all actives have a fitted effect of over 55% in size
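Readout was luciferase luminescence, measured 12 min after detection reagent at room temperature. Beforehand, GLP-1R reporter HEK293 cells had sat 12 h, then received compounds for 24 hr at 37 deg C.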
WRN inhibitor: qHTS for Inhibitors of WRN Helicase | Bifunctional 3'-5' exonuclease/ATP-dependent helicase WRN (Homo sapiens), Q14191 | WRN helicase unwinding, fluorescent forked duplex, kinetic | Potency, µM (series often up to 114 µM), for inactives: at the top dose activity change, negative = inhibition, actives largely listed as inhibitors | hit rate 0.46% among 360,000 | AID 651768, 2012; note: potency is the fitted concentration of half-maximal effect; % is set by controls: 0 for no effect and ±100 for the full control effect; nearly all actives have a fitted effect of over 55% in size
Target sequence (Q14191 whole entry, looked up): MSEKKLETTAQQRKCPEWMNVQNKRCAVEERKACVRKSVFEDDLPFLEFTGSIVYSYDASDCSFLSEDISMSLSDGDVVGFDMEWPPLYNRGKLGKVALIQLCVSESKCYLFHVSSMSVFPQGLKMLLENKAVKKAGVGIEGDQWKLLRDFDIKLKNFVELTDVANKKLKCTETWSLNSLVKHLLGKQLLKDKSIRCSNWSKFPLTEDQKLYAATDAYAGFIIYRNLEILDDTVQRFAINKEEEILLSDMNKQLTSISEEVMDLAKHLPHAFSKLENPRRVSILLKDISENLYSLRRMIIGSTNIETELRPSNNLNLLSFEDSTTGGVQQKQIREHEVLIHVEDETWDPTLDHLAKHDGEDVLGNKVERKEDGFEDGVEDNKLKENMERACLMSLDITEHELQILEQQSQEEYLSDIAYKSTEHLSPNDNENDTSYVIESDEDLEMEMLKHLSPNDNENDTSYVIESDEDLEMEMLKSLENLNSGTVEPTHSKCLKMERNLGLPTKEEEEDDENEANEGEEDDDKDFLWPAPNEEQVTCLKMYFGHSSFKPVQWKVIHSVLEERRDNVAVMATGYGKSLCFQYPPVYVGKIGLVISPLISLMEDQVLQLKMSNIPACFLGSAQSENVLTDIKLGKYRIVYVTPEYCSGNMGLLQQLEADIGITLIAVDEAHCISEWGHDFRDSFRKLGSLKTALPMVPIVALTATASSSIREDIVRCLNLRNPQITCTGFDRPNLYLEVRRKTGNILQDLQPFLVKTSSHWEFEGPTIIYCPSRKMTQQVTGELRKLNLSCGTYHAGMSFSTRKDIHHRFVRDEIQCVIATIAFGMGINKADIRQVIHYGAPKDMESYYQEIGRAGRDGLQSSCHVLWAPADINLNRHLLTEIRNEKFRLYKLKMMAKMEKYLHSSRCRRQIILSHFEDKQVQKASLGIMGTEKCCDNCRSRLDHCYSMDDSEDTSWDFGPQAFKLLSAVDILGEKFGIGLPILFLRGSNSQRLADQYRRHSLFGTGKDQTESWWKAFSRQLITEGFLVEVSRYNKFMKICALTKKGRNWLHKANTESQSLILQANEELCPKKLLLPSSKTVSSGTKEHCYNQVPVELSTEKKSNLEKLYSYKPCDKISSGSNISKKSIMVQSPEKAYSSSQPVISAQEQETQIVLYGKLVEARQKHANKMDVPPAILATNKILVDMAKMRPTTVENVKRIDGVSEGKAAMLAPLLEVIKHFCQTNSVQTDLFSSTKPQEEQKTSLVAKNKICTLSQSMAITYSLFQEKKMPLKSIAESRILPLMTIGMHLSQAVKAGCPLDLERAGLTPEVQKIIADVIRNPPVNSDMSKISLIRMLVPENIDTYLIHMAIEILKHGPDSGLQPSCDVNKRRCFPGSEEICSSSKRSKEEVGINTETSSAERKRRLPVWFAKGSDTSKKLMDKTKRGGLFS
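WRN at 20 nM final preincubated with compound 15 min at room temperature; reaction started with 100 nM fluorophore/quencher forked duplex oligonucleotide and 2 mM ATP final. Unwinding followed kinetically by red fluorescence (ex 525, em 598 nm).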
DRD3 antagonist: qHTS of D3 Dopamine Receptor Antagonist: qHTS. hit rate 2.5% among 360,000. AID 652054, 2013. max response, negative = inhibition, %. D3R cells, DiscoveRx beta-arrestin luminescence, antagonist mode; hits give low values; in the data active = max response below about -50%; inconclusive = no clear call, values can overlap the other calls; note: % is set by controls: 0 for no effect and ±100 for the full control effect; mostly tested at two doses, the higher about 12 µM
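Cells plated overnight at 1500 cells/well, then exposed to library compounds with dopamine controls for 90 minutes at 37 degrees C. DiscoveRx reagent added for 30–60 minutes at room temperature; luminescence read, quantitative HTS format.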
DRD3 agonist: qHTS of D3 Dopamine Receptor Agonist: qHTS | hit rate 0.58% among 410,000 | max activation, % | D(3) dopamine receptor (Homo sapiens), P35462 | D3R DiscoveRx beta-arrestin cells, luminescence, 90 min | AID 652048, 2013; in the data active = max activation above about 30%; note: 0% is about no effect; mostly tested at two doses, the higher about 12 µM
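Agonist mode: compounds and dopamine controls were applied to plated cells for 90 min at 37 degrees C after an overnight attachment at 1500 cells/well. Luminescent read-out followed 30 - 60 minutes at room temperature with DiscoveRx detection reagent.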
PI5P4K alpha inh: qHTS for Inhibitors of phosphatidylinositol 5-phosphate 4-kinase (PI5P4K) | PI5P4Kalpha enzyme, ADP-Glo luminescence, 60 min; hits give low values | AID 652105, 2013 | Phosphatidylinositol 5-phosphate 4-kinase type-2 alpha (Homo sapiens), P48426 | max response, % | hit rate 1.2% among 330,000; active = max response of -50% or lower; inconclusive = between -30% and -50%; inactive = -30% or higher; note: value at the top dose of about 77 µM; % is set by controls: 0 for no effect and ±100 for the full control effect
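ADP-Glo luminescence end-point read after a 60 min room-temperature kinase reaction of PI5P4Kalpha plus substrate, initiated with ATP at 5 microM final. Buffer: 0.038 M HEPES pH 7.4, EGTA, 0.1% CHAPS, 5% DMSO.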
Numbers without * were called inactive; ? = inconclusive; · = no result given. Unless noted, calls come from the whole dose curve; as a rule, active = well fitted curve in the direction sought with a large enough effect; inconclusive = small, poorly fitted or top-dose-only effect, or another doubt; inactive = no such curve, though single readings can be large; an effect the other way counts as inactive or inconclusive.

entry	SMILES	IL2 activator	PLK1 PBD block	GLP1R ag	HEK293 tox	GLP-1R inv ag	WRN inhibitor	DRD3 antagonist	DRD3 agonist	PI5P4K alpha inh
1	COc1ccc(NS(=O)(=O)c2cccs2)cn1	0.2	0.1%	0.5%	1.0%	13.0%	-0.2%	-5.3	0.4	6.3
2	CCOCCCNC(=O)C(NC(=O)CNC(=O)c1ccccc1)c1ccccc1 (stereo not drawn)	-1.6	-1.5%	10.1%	2.5%	1.2%	-2.8%	-2.2	0.6	4.9
3	O=[N+]([O-])c1cc(C(F)(F)F)ccc1N1CCCC(O)C1 (stereo not drawn)	4.3	-18.3%	7.7%	4.2%	-7.8%	-32.9%	-4.0	-6.4	0.5
4	COc1ccccc1-n1c(C)nnc1SCC(N)=O	-1.6	2.8%	0.6%	5.1%	4.3%	1.0%	-5.1	-9.4	·
5	CC(=Nc1ccc(C)c(C)c1)C1=C(O)CSC1=O	-0.5	-4.5%	-14.8%	-12.5%	-5.4%	0.3%	31.3	5.1	-23.1
6	CC(=O)Nc1c(O)nc(SCC(=O)Nc2ccc(C(C)=O)cc2)[nH]c1=O	-0.3	-4.6%	1.9%	2.4%	13.7%	-11.6%	-3.0	-0.6	·
7	Cc1cc(-c2nn(-c3ccccc3)cc2/C=C2\SC(N)=NC2=O)ccc1OC(C)C	-2.5	13.0%	-1.0%	13.6%	-17.6%	-0.4%	-5.1	24.9	0.9
8	O=C(CCc1nc2ccccc2c(=O)[nH]1)NNC(=O)COc1ccc(Br)cc1	-3.0	2.3%	-5.6%	0.6%	-7.8%	0.0%	-2.5	0.5	-4.3
9	Cn1ccnc1SCC(=O)c1cc2ccccc2o1	-0.3	?	-5.1%	-1.9%	9.0%	-10.5%	-24.9	-12.1	·
10	CN(Cc1ccc2c(c1)CCCN2C)C(=O)[C@H]1O[C@@H](n2ccc(=O)[nH]c2=O)[C@H](O)[C@@H]1O	-0.5	-12.3%	4.8%	2.2%	3.8%	-0.6%	-20.0	-6.9	-0.2
11	O=C(Nc1ccccc1)c1ccc(-c2ccc(F)cc2)s1	0.2	-2.3%	6.4%	-0.2%	2.6%	-2.5%	0.5	1.8	-10.1
12	COc1ccc(N(CC(=O)N2CCOCC2)S(C)(=O)=O)cc1Cl	1.4	-7.2%	0.1%	-0.8%	10.1%	-2.1%	2.1	13.3	4.2
13	Cc1cccc(Nc2nnc(SCC(=O)Nc3cccnc3Cl)s2)c1	-2.8	-9.8%	0.6%	-12.9%	16.1%	-17.5%	14.8	2.0	2.3
14	c1ccc(Nc2nc(NCCN3CCOCC3)nc(Nc3ccccc3)n2)cc1	-0.3	-8.2%	0.0%	5.8%	?	-8.5%	-6.1	-4.1	17.0
15	COc1ccc(N2CCN(C(=O)CCNS(=O)(=O)c3cc(Br)cnc3N)CC2)cc1	-0.6	2.5%	10.0%	-8.9%	-4.7%	2.0%	11.3	4.6	1.6
16	CC(Oc1ccc(Cl)cc1)C(=O)N1CCN(C(=O)c2ccco2)CC1 (stereo not drawn)	-0.2	-9.5%	-5.5%	1.3%	9.7%	2.2%	5.3	-13.1	2.6
17	CCN(CC)c1ccc(/C=c2\sc3nnc(-c4ccccc4Cl)n3c2=O)cc1	0.9	-15.5%	-1.6%	0.4%	0.0%	?	-2.0	1.8	6.4
18	O=S(=O)(/N=C(/Nc1ccccn1)c1ccccc1)c1ccc(Cl)cc1	0.1	-8.4%	0.5%	-6.5%	?	-1.2%	-15.2	7.3	·
19	O=C(c1cc(-c2ccc(Cl)c(Cl)c2)on1)N1CCCCCC1	0.7	0.1%	6.5%	-2.5%	10.1%	5.9%	-18.2	-18.1	-5.3
20	O=C(Nc1ccc(F)cc1)C(c1ccccc1)N1CCN(CC(=O)N2CCOCC2)CC1 (stereo not drawn)	0.2	-11.8%	2.5%	3.2%	-11.4%	-2.7%	-6.7	5.8	-2.1
21	CC(OC(=O)CCCN=C1NS(=O)(=O)c2ccccc21)C(=O)Nc1ccccc1F (stereo not drawn)	-3.5	-1.5%	10.2%	-8.7%	2.6%	9.5%	5.6	-0.6	-1.3
22	Cc1cccc(NC(=O)C2CCCN(S(=O)(=O)c3ccc4[nH]c(=O)ccc4c3)C2)n1 (stereo not drawn)	-4.8	-14.4%	3.2%	-15.2%	23.9%	3.2%	22.2	-4.5	-2.9
23	COc1ccc(NC(=O)Nc2ccc3c(c2)C(=O)N([C@H](C)CO)C[C@H](C)[C@@H](CN(C)C(=O)NC2CCCCC2)O3)cc1	-0.3	-6.0%	3.7%	-3.1%	17.2%	-9.6%	0.0	0.0	0.3
24	Nc1ncn(C(=O)c2ccco2)n1	-0.6	-5.2%	4.2%	6.5%	-12.3%	-8.9%	-9.3	-1.7	3.9
25	CCCNC(=O)C1(C)CCN(C(=O)c2cc(C)nn2C(C)(C)C)C1 (stereo not drawn)	-0.1	-22.4%	-5.9%	-4.9%	21.7%	0.8%	-1.1	-1.1	5.0
26	CCN(CC(=O)N1CCC(C(N)=O)CC1)S(=O)(=O)c1cc(Cl)ccc1Cl	-4.2	?	1.8%	25.0%	-16.2%	8.1%	-9.3	-4.9	-52.3*
27	Cc1ccc(C(C(=O)NC2CCCCC2)N(Cc2cccnc2)C(=O)C2COc3ccccc3O2)o1 (stereo not drawn)	-0.3	-20.7%	3.9%	-22.9%	?	-4.4%	-7.8	-3.5	·
28	O=C(N/N=C/c1cccnc1)c1cc(-c2ccc(Cl)cc2)nc2ccccc12	-0.8	0.5%	0.5%	-19.6%	?	-16.6%	11.1	-1.5	-11.7
29	COC(=O)c1ccc(S(=O)(=O)N2CCC(C(N)=O)CC2)n1C	0.2	-18.2%	1.8%	-12.9%	7.4%	4.4%	-14.8	-3.9	0.2
30	COc1ccccc1C(=O)Nc1ccc2c(c1)CN(Cc1cnc(C)s1)CC2	-8.0	-11.3%	0.8%	8.2%	6.2%	-32.7%	-16.1	-2.1	-0.2
31	O=C(Nc1ccc2c(c1)OCO2)N1CCN(c2ncc(C(F)(F)F)cc2Cl)CC1	-1.1	0.1%	2.9%	-6.2%	?	-0.1%	50.3	3.8	-2.7
32	COc1ccc(Cl)cc1NS(=O)(=O)c1ccc(OC)c(OC)c1	-2.7	-5.7%	-8.4%	1.6%	-2.0%	5.3%	-20.1	-6.7	-1.5
33	Cn1cnnc1SCC(=O)Nc1ccc2ccccc2c1	-1.3	-5.0%	0.7%	4.7%	24.3%	-14.2%	3.9	-3.4	2.3
34	COc1ccc(NC(=O)NNC(=O)COc2ccc([N+](=O)[O-])c(C)c2)cc1OC	1.1	-3.7%	-0.1%	19.4%	-21.7%	-17.0%	1.8	3.7	2.0
35	COc1cc(-c2csc(N3CCOCC3)n2)cc(OC)c1OC	1.6	-3.7%	9.0%	-6.9%	-6.4%	5.8%	10.5	-12.8	-3.3
36	COc1cccc(-c2cc(C(=O)Nc3ccc(OC)c(OC)c3)no2)c1	-1.5	-7.8%	-11.9%	-11.3%	0.0%	11.4%	27.5	19.0	·
37	OC(CNCCc1ccc(Cl)cc1)COCc1ccco1 (stereo not drawn)	-0.4	-5.1%	-18.9%	-1.1%	?	5.3%	22.7	-11.3	-3.2
38	COc1ccccc1-c1nc(SCC(=O)Nc2cc(C)on2)c2c(=O)n(C)c(=O)n(C)c2n1	-2.3	-1.9%	8.6%	-6.8%	13.5%	-20.2%	1.3	2.9	3.6
39	CCn1c(N2CCN(C(=O)NC3CCCCC3)CC2)nc2ccccc21	0.8	-9.4%	-2.0%	-21.8%	-27.8%	-3.1%	4.2	-3.9	6.9
40	CN(CC(=O)Nc1ccc(OC(F)(F)F)cc1)C(=O)c1ccc(N2CCCC2=O)cc1	0.1	-8.0%	13.8%	-24.0%	-24.9%	-0.3%	0.2	-3.9	0.2
41	C#CCN1C=C(C(=O)OCC)C(C)NS1(=O)=O (stereo not drawn)	0.3	-2.2%	-1.2%	-2.1%	11.4%	-2.2%	23.2	4.6	1.1
42	CCOc1ccccc1C(=O)NC1CCN(Cc2ccccc2)CC1	-0.9	0.6%	1.4%	-4.7%	11.5%	8.8%	-72.8*	-11.3	5.1
43	COCCNC(=O)CN(C(=O)CCC(=O)Nc1nccs1)c1ccccc1OC	-0.1	-6.6%	0.0%	5.7%	6.2%	5.5%	1.8	-0.9	-0.3
44	C/C(CC(=O)Nc1cccc(C(F)(F)F)c1)=N\NC(=O)C1CCCCC1	-4.6	-1.0%	3.5%	0.5%	?	-0.4%	-1.9	-0.5	0.0
45	Cc1c(CCC(=O)N[C@@H](C)C(=O)O)c(=O)oc2cc3occ(-c4ccccc4)c3cc12	-0.2	-7.6%	-3.0%	10.2%	2.8%	-21.9%	1.4	-0.7	4.8
